# Fam108B counter = Fam108B inhibition, counter-screen for RBBP9 inhibitors; AID 1947; inhibition, % at 9.51 µM; 300,000 tested, 0.33% active; recombinant Fam108B, FP-Rh probe fluorescence polarization;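 active = inhibition above the screen mean inhibition plus 3 SD, computed separately per campaign, cut at about 18% in these data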;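 note: inhibitors lower polarization as less probe binds the enzyme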
# GSTO1 inh = blocks human GSTO1 in RBBP9 counter-screen | P78417 | recombinant GSTO1, activity-based probe fluorescence polarization | inhibition, % at 5.96 µM | 300,000 tested, 1.1% active | AID 1974;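 active = inhibition above the campaign mean inhibition plus 3 SD, cut at about 35% in these data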;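 note: 0% = GSTO1-1 with DMSO and 100% = wells lacking GSTO1-1 enzyme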
# MCL1-BIM inh = MCL1-BIM-BH3 interaction inhibition (human); 320,000 tested, 0.68% active; inhibition, % at 10.9 µM; AID 2057; GST-MCL1 / FITC-Bim-BH3 fluorescence polarization;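 active = inhibition above the mean inhibition of all tested compounds plus 3 SD, set per campaign, cut at about 40% in these data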;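 note: 0% = DMSO wells and 100% = unlabeled Bim-BH3 peptide control; higher means more loss of mP so more displacement of Bim peptide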
# Target sequence (Q07820 whole entry, looked up): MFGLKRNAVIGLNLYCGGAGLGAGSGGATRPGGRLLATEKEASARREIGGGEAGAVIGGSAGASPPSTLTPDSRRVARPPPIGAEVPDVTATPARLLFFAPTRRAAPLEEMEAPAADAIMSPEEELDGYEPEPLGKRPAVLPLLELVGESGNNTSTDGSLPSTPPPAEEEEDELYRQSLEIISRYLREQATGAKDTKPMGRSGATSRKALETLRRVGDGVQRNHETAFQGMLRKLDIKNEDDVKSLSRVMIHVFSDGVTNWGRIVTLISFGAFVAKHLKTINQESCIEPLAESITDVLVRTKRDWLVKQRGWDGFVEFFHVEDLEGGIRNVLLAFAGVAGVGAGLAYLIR
# Bcl-xL primary = blocks human Bcl-xL binding to Bim BH3 peptide. Q07817. GST-Bcl-xL / FITC-Bim BH3 peptide fluorescence polarization. inhibition, % at 10.9 µM. 320,000 tested, 0.7% active;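 active = inhibition above the mean of all tested compounds plus 3 SD, cutoff set per campaign, cut at about 30% in these data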;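 note: 0% = DMSO wells and 100% = unlabeled Bim-BH3 peptide competitor; inhibitors lower millipolarization by displacing the labeled peptide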
# Target sequence (Q07817 whole entry, looked up): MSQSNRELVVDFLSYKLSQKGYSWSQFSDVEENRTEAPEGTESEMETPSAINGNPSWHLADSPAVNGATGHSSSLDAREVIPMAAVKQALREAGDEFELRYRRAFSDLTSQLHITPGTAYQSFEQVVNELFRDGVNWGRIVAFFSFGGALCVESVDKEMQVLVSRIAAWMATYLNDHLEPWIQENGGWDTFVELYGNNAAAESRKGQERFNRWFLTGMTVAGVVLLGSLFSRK
# PME-1 inh = blocks human protein phosphatase methylesterase 1. Q9Y570. 320,000 tested, 0.53% active. inhibition, % at 5.9 µM. recombinant PME-1, FP-Rh probe fluorescence polarization. AID 2130;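 active = inhibition above the campaign mean of all compounds plus 3 SD, cut at about 26% in these data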;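 note: competitive labeling of PME-1 active site by serine hydrolase directed probe; 0% = PME-1 with DMSO and 100% = wells lacking PME-1 enzyme; inhibitors block probe labeling so polarization falls and inhibition rises; many of its hits are not listed in these tables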
# TPT1 inhibitor = inhibitors of Candida albicans tRNA 2'-phosphotransferase TPT1. recombinant caTPT1, FP RNA substrate dephosphorylation. inhibition, % at 5 µM. 300,000 tested, 0.81% active. AID 1962;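 active = inhibition above the mean of all tested compounds plus 3 SD, set per screening campaign, cut at about 24% in these data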;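 note: plate controls were DMSO alone for no effect and ferristatin control at 100 nM for full effect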
# MEX-5 binding = C. elegans MEX-5 TCR-2 RNA binding activity. Q9XUB2. MEX-5/FITC-TCR2 RNA binding, fluorescence polarization; hits give low values. activity score (negative = inhibition of binding), % at 10 µM. 300,000 tested, 0.38% active;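 active = inhibition past about -25% in most replicates, and total fluorescence under double the plate's negative control median, limit read from the data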;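 note: 0% = DMSO and -100% = 5 µM competing unlabeled TCR2 RNA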
# Target sequence (Q9XUB2 whole entry, looked up): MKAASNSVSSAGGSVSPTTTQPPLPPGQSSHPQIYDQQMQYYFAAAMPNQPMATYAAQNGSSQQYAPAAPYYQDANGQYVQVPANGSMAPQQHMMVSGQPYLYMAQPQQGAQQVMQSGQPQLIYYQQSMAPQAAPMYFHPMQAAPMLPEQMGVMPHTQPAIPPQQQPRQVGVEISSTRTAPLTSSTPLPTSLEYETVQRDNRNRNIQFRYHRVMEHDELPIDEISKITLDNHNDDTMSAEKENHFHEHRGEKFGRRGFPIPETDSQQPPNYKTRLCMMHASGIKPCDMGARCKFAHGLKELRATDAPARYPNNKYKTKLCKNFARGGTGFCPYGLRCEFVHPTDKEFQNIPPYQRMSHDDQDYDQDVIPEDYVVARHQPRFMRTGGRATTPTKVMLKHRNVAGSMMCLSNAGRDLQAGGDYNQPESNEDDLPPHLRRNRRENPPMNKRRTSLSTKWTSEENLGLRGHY
# GLD-1 RNA inh = GLD-1-TGE RNA interaction inhibition (C. elegans); purified GLD-1 + fluorescein TGE RNA, fluorescence polarization; inhibition, % at 5.96 µM; 320,000 tested, 0.44% active; Q17339;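 active = percent inhibition above a per-plate cutoff, the plate mean of test compounds plus 3 SD, cut at about 30% in these data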;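 note: 0% = DMSO wells with GLD-1 and probe and 100% = wells lacking GLD-1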
# PAD4 FP inh = PAD4 (human) enzyme inhibition | 330,000 tested, 0.41% active | inhibition, % at 6.36 µM | Q9UM07 | AID 485272 | recombinant PAD4, RCA probe fluorescence polarization;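 active = percent inhibition above a cutoff equal to the mean of all tested compounds plus 3 SD, cut at about 15% in these data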;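 note: 0% = PAD4 with RCA probe and DMSO and 100% = probe without PAD4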
# * marks the source's active call; other numbers are inactive results; x = not tested or not shown.
SMILES,Fam108B counter,GSTO1 inh,MCL1-BIM inh,Bcl-xL primary,PME-1 inh,TPT1 inhibitor,MEX-5 binding,GLD-1 RNA inh,PAD4 FP inh
COC(=O)c1ccc(OC(=O)CCN2c3ccccc3Sc3ccccc32)cc1,4,2,2,4,3,1,-1.5,2,0
O=C(COC(=O)CNS(=O)(=O)c1ccc(F)c(F)c1F)NCCc1ccccc1,2,2,2,4,-2,2,-0.5,-2,-2
COc1ccccc1CNC(=O)C1CC(c2ccccc2[N+](=O)[O-])=NO1 (stereo not drawn),1,11,5,-3,7,-2,0.0,-3,4
NC(=NCc1ccco1)NC(=O)c1ccc(Cl)cc1,-5,-6,1,-1,-1,3,2.1,3,-2
CC(=O)Nc1ccc(S(=O)(=O)NCC(=O)NCCc2ccc(S(N)(=O)=O)cc2)cc1,-5,6,4,2,-5,-4,-0.9,9,-3
CCCc1cc(=O)[nH]c(SCc2cc(=O)oc3c(C)c(C)ccc23)n1,0,-12,3,-1,-3,0,-0.6,-5,-3
Cc1ccc2nc(SCC(=O)N3CCN(C(=O)c4ccco4)CC3)[nH]c2c1,-2,6,-7,3,-1,-2,0.8,2,0
COc1ccc(OCC(=O)Nc2ncc3c(n2)CC(C)(C)CC3=O)cc1,4,-1,8,4,-2,0,-0.8,1,0
CC(=O)Nc1ccc(CN2CCN(CCC(C)C)C(CCO)C2)cc1 (stereo not drawn),0,0,-4,0,-1,-1,0.5,-8,5
O=C(Nc1cccc(-c2csc(Nc3ccc(Cl)cc3)n2)c1)c1ccccc1,24*,-20,-4,-5,1,1,4.5,13,-2
FC(F)(F)c1cccc(N2CCN(CC3CC=CCC3)CC2)c1 (stereo not drawn),-5,0,4,4,4,1,-0.1,3,0
Cc1cc(C(=O)N2CCCC(C(=O)c3cccc(C(F)(F)F)c3)C2)nc(C)n1 (stereo not drawn),7,1,1,1,6,-6,2.7,5,-2
CCOc1ccc(S(=O)(=O)NN=C2CCN(C(C)=O)CC2)cc1,-1,-1,1,4,-4,1,2.4,0,-2
CCSc1nnc(NC(=O)COc2cccc3ccccc23)s1,-7,2,-4,-1,-2,1,-1.5,4,-3
CN(C)C=NC(=O)/C(C#N)=C/c1ccccc1,0,1,3,3,-6,1,-8.2,2,-4
CCCn1c(N)c(C(=O)COC(=O)c2cccc(S(=O)(=O)N3CCOCC3)c2)c(=O)[nH]c1=O,x,x,7,1,-4,x,x,3,-4
O=C(Cn1c(=O)oc2cc(S(=O)(=O)N3CCCC3)ccc21)N1CCN(C2CCCCC2)CC1,0,-9,3,3,-5,-1,2.7,-1,2
CCCCN(C(=O)C1CCC1)c1c(N)n(CC(C)C)c(=O)[nH]c1=O,-4,6,0,-4,-11,-1,3.4,2,-1
CC1=C(c2ccc(C)cc2)S(=O)(=O)N(CC(=O)O)C1=O,2,4,-1,-1,4,-2,1.0,7,-3
COc1cc(OC)cc(C(=O)Nc2cc(C)on2)c1,1,3,8,4,0,-3,0.2,3,-6
CSCCC(NC(=O)c1ccc(Cl)cc1)C(=O)OCC(=O)Nc1cc(Cl)ccc1C (stereo not drawn),-11,2,-1,2,6,-3,1.7,6,-2
CC(=O)c1c(C)[nH]c(C(=O)Nc2ccccc2N2CCOCC2)c1C,2,3,0,6,-8,-2,-1.0,5,-1
Cc1ccc(C(=O)Nc2sc(C)c(-c3ccccc3)c2C(N)=O)cc1[N+](=O)[O-],3,-5,1,4,-1,-6,-2.5,3,-5
CCCC(=O)c1ccc(-c2ccccc2)cc1,-6,0,9,10,4,-4,0.0,0,-2
CN1CCN(NC(=O)c2cc(-c3cccc(Cl)c3)nc3ccccc23)CC1,-1,-3,-4,-1,-5,1,0.4,4,-3

# Gathered by group: those above containing an NH in an aromatic ring
SMILES,Fam108B counter,GSTO1 inh,MCL1-BIM inh,Bcl-xL primary,PME-1 inh,TPT1 inhibitor,MEX-5 binding,GLD-1 RNA inh,PAD4 FP inh
CCCc1cc(=O)[nH]c(SCc2cc(=O)oc3c(C)c(C)ccc23)n1,0,-12,3,-1,-3,0,-0.6,-5,-3
Cc1ccc2nc(SCC(=O)N3CCN(C(=O)c4ccco4)CC3)[nH]c2c1,-2,6,-7,3,-1,-2,0.8,2,0
CCCn1c(N)c(C(=O)COC(=O)c2cccc(S(=O)(=O)N3CCOCC3)c2)c(=O)[nH]c1=O,x,x,7,1,-4,x,x,3,-4
CCCCN(C(=O)C1CCC1)c1c(N)n(CC(C)C)c(=O)[nH]c1=O,-4,6,0,-4,-11,-1,3.4,2,-1
CC(=O)c1c(C)[nH]c(C(=O)Nc2ccccc2N2CCOCC2)c1C,2,3,0,6,-8,-2,-1.0,5,-1

# Later entries
SMILES,Fam108B counter,GSTO1 inh,MCL1-BIM inh,Bcl-xL primary,PME-1 inh,TPT1 inhibitor,MEX-5 binding,GLD-1 RNA inh,PAD4 FP inh
Cc1ccc(N(CCC#N)C(=O)CSc2ccc3c(c2)OCCO3)cc1,5,3,4,6,-1,-1,-1.6,4,3
O=C(CN1C(=O)NC2(CCCC2)C1=O)c1ccc(Cl)s1,-2,16,3,1,1,-2,2.0,2,-5
CC(C)C[C@H](NC(=O)c1[nH]cnc1C(=O)N[C@H](C)c1ccccc1)C(=O)OC(C)(C)C,1,-4,-1,-2,-5,3,0.3,-1,-3
COc1cc(C(CCN2CCN(c3ccccc3)CC2)c2c(OC)cc(OC)c3ccc(=O)oc23)cc(OC)c1OC (stereo not drawn),2,2,6,2,1,-1,-0.7,7,1
Nc1n[nH]c2ccccc12,-3,5,-8,-1,-3,0,0.8,2,0
C#Cc1ccc([C@H]2C=C(C(=O)OCC=C)O[C@@H](OCc3ccc(CO)cc3)C2)cc1,-9,4,-4,2,-5,2,2.5,-5,-4
Cc1ccc(-c2nnn(CC(=O)N3C(C)CCCC3C)n2)cc1 (stereo not drawn),0,-1,-3,6,-5,-2,1.8,3,1
COc1c(Cl)cc(Cl)cc1C(=O)Nc1ccccc1N1CCN(C(C)=O)CC1,-3,-1,-6,-2,-7,-9,3.2,1,1
C=C1CCC[C@]2(C)C[C@H]3OC(=O)C(CN4CCOCC4)[C@H]3C[C@@H]12 (stereo partly drawn),-1,-4,4,2,0,-2,0.2,-4,-5
CCOc1cc(NC(=S)Nc2cccc(OC)c2)c(OCC)cc1NC(=O)c1ccc(C)cc1,4,3,2,1,0,1,-0.1,7,0
CC(=O)Nc1ccc(S(=O)(=O)NC2(C(F)(F)F)NC(=O)N(c3ccc(Cl)cc3)C2=O)cc1 (stereo not drawn),3,-5,-3,1,1,4,1.8,0,-9
CCOC(=O)N1CCN(C(=O)CCc2c(C)nc3nc(C)nn3c2C)CC1,-1,1,4,2,1,-1,-0.7,1,2
CCOc1ccc(CN2CCN(S(=O)(=O)c3ccc(NC(C)=O)cc3)CC2)cc1OC,5,1,8,1,0,-2,-4.4,-4,-4
CCOc1ccccc1N(C)C(=O)C1CCN(S(=O)(=O)c2cccc3nonc23)CC1,-4,4,3,8,-4,4,1.5,-5,-1
Cc1c(NC(=O)c2ccc(F)cc2)c(=O)n(-c2ccccc2)n1C,1,7,4,4,0,-3,0.6,2,2
CCN=C1S/C(=C\c2ccc(N3CCOCC3)cc2C)C(=O)N1CC,-1,2,5,1,4,0,0.5,-2,0
Cc1cc(NC(=O)CSc2nnc(-c3ccccc3Cl)o2)no1,-2,13,3,6,-2,-1,-0.5,5,5
Cc1ccc(NC2=NC(c3ccccc3)n3c(nc(C)cc3=O)N2)c(C)c1 (stereo not drawn),-4,2,5,8,-6,-7,2.4,3,-3
COc1ccc(-c2cc(CCCC(=O)NCCc3cc(OC)ccc3OC)no2)cc1,-1,4,4,3,-2,-2,-1.3,4,-2
CC(C)c1ccc(N2C(=O)CC(Sc3ncn[nH]3)C2=O)cc1 (stereo not drawn),-3,2,10,7,-6,-1,5.0,0,3
Cc1ccc(C)c2c1cc(C)c1nnc(SCC(=O)Nc3nc4c(s3)CCCC4)n12,1,2,3,3,2,-4,0.1,7,2
COC(=O)c1ccc(OCC(=O)N2CCCc3ccccc32)cc1,-2,-1,6,6,5,-3,-0.6,11,-1
Cc1nc(NC(=O)CSc2nnc(N)s2)c(Cl)cc1Cl,1,4,-1,0,-6,4,-1.4,0,-4
O=C1Cc2cc(S(=O)(=O)NCc3ccccc3Cl)cc3c2N1CCC3,-4,-1,3,4,-5,2,1.1,3,-1
Cc1cc(C)n2nc(C(=O)OCC(=O)N(C)C3CCCCC3)nc2n1,2,4,1,3,-2,-1,0.8,7,-2
# Next part.
SMILES,Fam108B counter,GSTO1 inh,MCL1-BIM inh,Bcl-xL primary,PME-1 inh,TPT1 inhibitor,MEX-5 binding,GLD-1 RNA inh,PAD4 FP inh
O=C(c1coc(=O)c(Br)c1)N1CCCc2ccccc21,2,25,27,21,-2,-2,-27*,0,-1
CC1(C(=O)O)CCC(C(=O)N2CCOCC2)C1(C)C (stereo not drawn),-1,0,-3,1,2,-7,2.7,4,-2
CC(C)N1C(=O)N(c2ccccc2)C(C)(O)CC1(C)C (stereo not drawn),2,-2,6,5,-3,0,-2.3,3,-1
CCCCc1cc(=O)oc2c(C)c(OCC(=O)N3CCC(C(N)=O)CC3)ccc12,0,-3,6,2,2,-3,-1.4,4,-3
Cc1n[nH]c(=S)n1/N=C/c1ccccc1OCc1ccc(Cl)cc1,1,5,-18,-2,-2,1,0.9,7,-4
Cc1cccc(NC(=O)c2onc3c2CCCC3)c1C,-2,2,6,3,-3,2,0.8,3,-2
CC(C)N(Cc1nc(-c2ccccc2)no1)C(=O)c1ccc2c(c1)OCO2,2,2,-1,2,2,0,0.4,-2,-5
CS(=O)(=O)N(CC(=O)Nc1ccc(F)cc1F)c1cccc([N+](=O)[O-])c1,-3,1,3,2,-3,-3,2.8,1,-2
Cc1ccc(S(=O)(=O)NCC2CCC(C(=O)N3CCN(C)CC3)CC2)cc1 (stereo not drawn),6,8,6,6,7,-1,-0.8,6,-3
O=C1C=C(N2CCCCCC2)C2(CCCCC2)O1,0,4,1,2,0,-9,0.9,0,0
CN(CCC#N)C(=O)COC(=O)c1ccc2c(=O)n3c(nc2c1)CCC3,0,1,8,1,-1,0,-4.0,5,-2
OCCN1CCN(c2nc(-c3ccccc3)c3cc(Cl)ccc3n2)CC1,8,17,7,6,1,-7,-2.5,7,2

# Reformatted: results already given.
Structure | Fam108B counter | GSTO1 inh | MCL1-BIM inh | Bcl-xL primary | PME-1 inh | TPT1 inhibitor | MEX-5 binding | GLD-1 RNA inh | PAD4 FP inh
CCCCc1cc(=O)oc2c(C)c(OCC(=O)N3CCC(C(N)=O)CC3)ccc12 | 0 | -3 | 6 | 2 | 2 | -3 | -1.4 | 4 | -3
CS(=O)(=O)N(CC(=O)Nc1ccc(F)cc1F)c1cccc([N+](=O)[O-])c1 | -3 | 1 | 3 | 2 | -3 | -3 | 2.8 | 1 | -2
O=C1C=C(N2CCCCCC2)C2(CCCCC2)O1 | 0 | 4 | 1 | 2 | 0 | -9 | 0.9 | 0 | 0

# Printed as active in MEX-5 binding, among the entries above:
mol,MCL1-BIM inh,Bcl-xL primary,PME-1 inh,TPT1 inhibitor,MEX-5 binding,GLD-1 RNA inh,PAD4 FP inh
O=C(c1coc(=O)c(Br)c1)N1CCCc2ccccc21,27,21,-2,-2,-27*,0,-1

# Compound activity deposited in PubChem by several laboratories.

# A portion of the library (hit frequency here may not be typical).
